# Screens as filed in PubChem BioAssay.
# BLM helicase inh: Bloom syndrome helicase (human) inhibition; P54132; recombinant BLM DNA unwinding, fluorescence dequenching; Potency, µM (titrated, usually from 56.1 µM), for inactives: top-dose activity change, negative = inhibition, most hits filed as inhibitors; 350,000 compounds, 0.2% hits; AID 2528;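 note: potency is the fitted concentration of half-maximal effect; plate controls were vehicle for no effect and no enzyme for full effect; nearly all actives have a fitted effect of over 35% in size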
# POLI inh: blocks human DNA polymerase iota activity | Potency, µM (series often up to 115 µM), for inactives: at the top dose activity, negative = inhibition, usual class: inhibitors | Pol iota fluorescent replication assay, 10 min | 390,000 compounds, 1% hits | AID 588590; note: potency is the fitted concentration of half-maximal effect
# Target sequence (Q9UNA4 whole entry, looked up): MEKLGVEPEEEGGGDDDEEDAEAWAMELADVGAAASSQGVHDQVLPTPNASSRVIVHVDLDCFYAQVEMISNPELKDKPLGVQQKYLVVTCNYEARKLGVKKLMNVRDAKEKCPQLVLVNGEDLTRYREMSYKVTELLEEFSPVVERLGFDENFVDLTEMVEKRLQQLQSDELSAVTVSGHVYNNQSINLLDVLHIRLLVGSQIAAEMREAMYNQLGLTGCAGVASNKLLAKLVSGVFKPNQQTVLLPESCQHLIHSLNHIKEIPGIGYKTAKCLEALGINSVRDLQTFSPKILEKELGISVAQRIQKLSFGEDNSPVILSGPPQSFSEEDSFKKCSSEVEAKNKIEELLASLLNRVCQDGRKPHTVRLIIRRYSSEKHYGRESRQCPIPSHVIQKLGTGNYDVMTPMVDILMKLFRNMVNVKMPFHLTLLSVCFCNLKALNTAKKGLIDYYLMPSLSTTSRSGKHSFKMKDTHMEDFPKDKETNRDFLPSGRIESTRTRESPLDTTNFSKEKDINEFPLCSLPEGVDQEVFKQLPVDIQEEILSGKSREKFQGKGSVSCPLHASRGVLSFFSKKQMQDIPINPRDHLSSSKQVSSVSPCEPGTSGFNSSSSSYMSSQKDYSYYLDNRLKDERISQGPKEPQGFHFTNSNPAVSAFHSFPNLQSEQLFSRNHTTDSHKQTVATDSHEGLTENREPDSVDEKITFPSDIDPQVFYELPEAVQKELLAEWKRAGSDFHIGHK
#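 Fluorescent replication assay read twice, at 0 min and 10 min after adding 50 nM (final) substrate. Enzyme (10 nM) and compounds were first incubated 15 min at room temperature; enzyme-free buffer wells were negative controls.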
# POLH inh: inhibitors of human DNA polymerase eta; AID 588591; Potency, µM (top dose mostly 114 µM), for inactives: top-dose activity change, negative = inhibition, most hits filed as inhibitors; recombinant Pol eta, fluorescent DNA replication assay; Q9Y253; 390,000 compounds, 1.2% hits; note: potency is the fitted concentration of half-maximal effect; % is set by controls: 0 for no effect and ±100 for the full control effect
#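 Pol eta at 10 nM preincubated with compounds 15 min at room temperature; reaction started with fluorescent substrate (50 nM final) and read kinetically at 0 and 10 min.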
# LDHA block: LDHA (human) enzyme inhibition; P00338; purified LDHA, NADH/diaphorase-resazurin fluorescence; stronger effect = lower value; 480,000 compounds, 0.15% hits; activity change, % (values are at about 110 or 230 µM); in the data active = activity change below about -30%; inconclusive = mostly about -25% to -30%;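 note: plate controls were DMSO wells for no effect and wells without enzyme for full effect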
#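 Enzyme activity of human lactate dehydrogenase 5 (2 nM; 0.06 mM NADH, 0.2 mM pyruvate, 5 min, RT) is measured via a resazurin/diaphorase fluorescence readout of residual NADH.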
# Anesthetic bind: binds horse apoferritin like a general anesthetic. P02791. apoferritin/1-aminoanthracene competitive binding, fluorescence. Potency, µM (top dose mostly 77.5 µM), inactives show top-dose activity change, negative = displacement, hits mostly inhibitors. 350,000 compounds, 0.074% hits. AID 485281; note: potency is the fitted concentration of half-maximal effect; % is set by controls: 0 for no effect and ±100 for the full control effect; nearly all actives have a fitted effect of over 20% in size
# Target sequence (P02791 2-175 limits assumed): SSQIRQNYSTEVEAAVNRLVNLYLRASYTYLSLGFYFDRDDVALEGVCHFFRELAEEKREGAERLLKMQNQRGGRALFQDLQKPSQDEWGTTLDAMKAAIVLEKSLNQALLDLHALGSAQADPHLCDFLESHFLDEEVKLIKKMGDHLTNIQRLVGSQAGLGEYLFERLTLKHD
#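 Probe: 1-aminoanthracene (50% saturated, PBS). Protein: horse-spleen apoferritin, 10 uM. Incubation: 10 min, room temperature. Detection: 380 nm excitation, 535 nm emission. Analysis: normalized response, four-parameter Hill.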
# Glioma ERSR ind: inducers of ER stress response in human glioma cells; U87-MG GRP78 promoter luciferase reporter, 16 h; Potency, µM, inactives show at the highest dose activation, usual class: activators; 420,000 compounds, 0.02% hits; AID 602332; note: potency is the fitted concentration of half-maximal effect; series mostly up to about 76 µM; % of control where 0% means no effect; nearly all actives have a fitted effect of over 35% in size
#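 ERSR induction read as luciferase luminescence (Bright-Glo, 10 min at room temperature) in stably transfected human U87-MG glioma cells exposed to compounds for 16 h, using GRP78 as sensor.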
# Pol kappa inh: DNA polymerase kappa (human) inhibition; Q9UBT6; Potency, µM (titrated, usually from 107 µM), for inactives: top-dose activity, negative = inhibition, hits mostly inhibitors; 400,000 compounds, 0.53% hits; purified Pol kappa, fluorescent DNA synthesis assay, 10 min; note: potency is the fitted concentration of half-maximal effect; % is set by controls: 0 for no effect and ±100 for the full control effect
#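 Kinetic fluorescence screen: compound preincubated 15 min RT with 10 nM enzyme; 50 nM substrate (final) initiates; reads at 0/10 min.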
# POLB inh: blocks human DNA polymerase beta activity | P06746 | Potency, µM (series often up to 114 µM), for the others: at the highest dose activity change, negative = inhibition, usual class: inhibitors | Pol beta primer extension/strand displacement, fluorescence kinetic | AID 485314 | 340,000 compounds, 1.3% hits; note: potency is the fitted concentration of half-maximal effect; % is set by controls: 0 for no effect and ±100 for the full control effect
#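 Homogeneous kinetic assay of primer extension and strand displacement by 10 nM Pol beta, preincubated 15 min at room temperature with compound before 50 nM substrate (final) was added. Read at 0 and 10 min; four-parameter Hill fit.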
# APE1 inh: blocks human APE1 abasic DNA cleavage | P27695 | 350,000 compounds, 0.35% hits | recombinant APE1, TAMRA/BHQ-2 abasic DNA cleavage fluorescence | Potency, µM (doses to about 65.8 µM), for the others: at the top dose activity change, negative = inhibition, actives largely listed as inhibitors | AID 2517;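 note: potency is the fitted concentration of half-maximal effect; plate controls were vehicle for no effect and reference inhibitor for full effect; nearly all actives have a fitted effect of over 55% in size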
#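 Readout is kinetic fluorescence (ex 525, em 598 nm) from cleavage of 50 nM TAMRA/BHQ-2 THF abasic duplex by 0.75 nM APE1, compound added 15 min beforehand at RT.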
# Active calls of the source: *; ? = inconclusive; . = not tested or not shown; & = joins results of further samples; [ ] = dose if it differs, or a comment. Unless noted, calls come from the whole dose curve; as a rule, active = well fitted curve in the direction sought with a large enough effect; inconclusive = small, poorly fitted or top-dose-only effect, or another doubt; inactive = no such curve, though single readings can be large; an effect the other way counts as inactive or inconclusive.
# Value order – BLM helicase inh	POLI inh	POLH inh	LDHA block	Anesthetic bind	Glioma ERSR ind	Pol kappa inh	POLB inh	APE1 inh
1. CCC(=O)Nc1nc(-c2ccccc2)nc(SC)c1C(C)=O
    -1.5%	-16.7%	-1.5%	-3.7	-3.6%	-1.5%	-5.4%	8.5%	-3.7%
2. Cc1ccc(-n2nc(C)c3c(C)c(CCC(=O)NCc4ccccc4Cl)c(C)nc32)cc1C
    -0.7%	13.9%	-17.3%	-3.8	-7.6%	0.1%	-18.0%	3.4%	.
3. Cc1ccc(S(=O)(=O)NC(=O)N(C)C2CCCCC2)cc1
    -0.9%	19.5%	-9.3%	-10.8	4.6%	-2.4%	-1.8%	30.9%[activator]	5.5%
4. Cc1ccc(CSc2nnc(NC(=O)C3COc4ccccc4O3)s2)cc1 (stereo not given)
    0.3%	-14.2%	-7.4%	-1.2	?	-5.2%	-1.7%	24.5%	11.5%
5. CCCc1nnc(NC(=O)c2cc3ccccc3oc2=O)s1
    -0.9%	-4.2%	-16.2%	-6.5	5.8%	-2.4%	-6.3%	-4.6%	-1.2%
6. CC1(C)CC(=O)C(C=Nc2ccccc2)=C(O)C1
    1.8%	1.4%	-8.7%	0.2	-17.1%	0.5%	-6.4%	21.2%	10.9%
7. CC1CCc2c(nc3ncnn3c2N2CC(C)OC(C)C2)C1 (stereo not given)
    4.0%	-1.7%	-8.4%	0.6	-10.0%	-1.0%	2.8%	21.0%	4.1%
8. CCCN(CCC)Cc1c(C(=O)N/N=C/C(C)=C\c2ccco2)nnn1-c1nonc1N
    -14.6%	28.0%	-16.2%	12.9	?	-4.4%	-5.1%	-10.3%	-18.6%
9. Cn1c(CCNC(=O)c2ccco2)nc2cc(NC(=O)C3CCCCC3)ccc21
    -9.6%	-3.7%	13.7%	-2.4	2.6%	1.3%	-13.0%	20.4%	-1.5%
10. COc1ccc(S(=O)(=O)N2CCCCC2)cc1NC(=O)CCNC(=O)c1ccc(Br)cc1
    .	-0.9%	-3.8%	-1.9	.	-3.2%	-8.4%	.	3.7%
11. COc1ccccc1Nc1nc(-c2ccc(F)cc2)c2c(n1)-c1ccccc1OC2
    -7.3%	14.0%	-14.9%	-2.7	53.6%[activator]	-1.6%	-3.5%	-26.4%	.
12. CCC(=O)Nc1ccc(NC(=O)c2ccco2)cc1
    0.8%	-0.4%	-6.8%	3.6	-7.5%	-2.3%	3.0%	16.3%	-4.2%
13. C=CCn1c(=O)c2ccccc2n2c(SCC(=O)/C(C#N)=C(\C)N)nnc12
    -0.5%	?	?	-5.6&-4.5	-12.9%	-3.4%&-5.3%	-32.9%&0.1%	-19.6%	-1.7%
14. O=C(O/N=C1\CCS(=O)(=O)c2sccc21)C1CC1
    0.0%	1.0%	-13.4%	-3.0	-1.4%	-1.3%	-5.0%	-28.1%	4.9%
15. NC(=O)C1(Nc2ccc(C(=O)O)cc2)CCCC1
    .	-10.4%	-6.1%	-7.0	.	-1.3%	-6.1%	.	.
16. COc1ccc(C(=O)N(CCc2ccccc2)Cc2ccccc2)cc1S(=O)(=O)N1CCOCC1
    .	19.9%	-23.5%	-0.9	.	-1.6%	-14.2%	.	16.1%
17. COc1ccccc1C(=O)NCC(=O)OCC(=O)c1ccc(Cl)s1
    .	-12.4%	-9.0%	-5.3	.	-4.8%	-13.7%	.	-2.4%
18. O=C(NC(Cc1ccccc1)C(=O)O)/C(=C\c1ccc(F)cc1)NC(=O)c1ccccc1 (stereo not given)
    0.9%	1.3%	-1.6%	-1.5	-6.9%	-1.0%	-4.8%	1.3%	-1.9%
19. C=Cc1cccc(NC(=O)c2ccc(NC(=O)c3ccco3)cc2)c1
    -11.0%	20.0%	1.6%	-2.4	-23.1%	10.4%	2.4%	?	14.1%
20. COc1ccc(C(=O)CCC(C)(C)[N+](=O)[O-])cc1OC
    0.0%	187.9%[activator]	-26.4%	-2.9	-10.6%	-2.9%	-9.4%	0.3%	-4.5%
21. Cc1cc(NC(=O)c2ccc(NC(=O)c3cccs3)cc2)no1
    1.1%	?	-9.7%	-5.5	-7.1%	-3.7%	-4.2%	?	-4.1%
22. O=C(CCCl)Nc1cc(SCCO)cc([N+](=O)[O-])c1
    -2.7%	6.0%[58.9 µM]	-15.7%	-3.3	-12.1%	-2.4%	-9.4%	22.5%	-0.9%
23. CN(C)c1ccc(/C=N/N(CCC(=O)NC(C)(C)C)C2=NS(=O)(=O)c3ccccc32)cc1
    -6.1%	42.1%[activator]	-11.7%	-2.5	-2.5%	-3.2%	-15.8%	2.2%	1.9%
24. CCN1CCN(CCc2nc3cc(NC(=O)COc4ccc(Cl)cc4)ccc3n2C)CC1
    -2.9%	2.4%	-13.2%	-0.5	-0.4%	-3.3%	-24.0%	1.0%	1.9%
25. CCOCCCNC(=O)C1(O)c2cc(Br)ccc2NC(=O)N1c1ccc(OCC)cc1 (stereo not given)
    -2.8%	-15.6%	7.7%	-7.3	0.8%	2.1%	-7.5%[60.1 µM]	0.1%	31.1%
26. COc1ccc(OC)c(-c2noc(N3CCN(c4cc(Cl)ccc4C)CC3)n2)c1
    -7.7%	-26.2%	-19.0%	-11.0	100.3%[activator]	0.5%	-2.3%	-14.0%	.
27. CC(=O)OCC(OC(C)=O)C(OC(C)=O)C(OC(C)=O)C(=O)Nc1ccc(C)cc1 (stereo not given)
    -3.7%	9.0%	10.3%	-1.4	-8.0%	0.8%	-14.8%	2.2%	-2.2%
28. COc1cc(C(=O)N/N=C/C2CC=CCC2)cc(OC)c1OC (stereo not given)
    0.4%	-10.3%	-10.1%	2.2	-6.2%	-5.8%	-3.6%	0.1%	1.0%
29. Cc1cccc2sc(N(CCN3CCOCC3)C(=O)CCS(=O)(=O)c3ccccc3)nc12
    .	2.6%	1.8%	-8.5	.	4.4%	-6.4%	.	6.9%
30. COc1ccc(NC(=S)NC(C)C(c2ccccc2)N2CCOCC2)cc1 (stereo not given)
    -2.2%	2.8%	4.4%	-3.2	-12.9%	-1.2%	-7.3%	1.0%	0.0%
31. CCC1=NN(C(=O)c2ccc(Cl)cc2)C(O)(c2ccccc2)C1 (stereo not given)
    -2.6%	-2.7%	-6.4%	-0.8	-2.7%	-2.3%	-8.3%	13.3%	-0.1%
32. COc1ccc(S(=O)(=O)Oc2ccc(C(=S)N3CCOCC3)cc2OC)cc1
    -2.6%	112.3%[activator]	-7.4%	-11.8	-14.3%	-2.3%	-8.9%	8.1%	0.1%
33. Cc1ccc(Cl)cc1N1CCN(C(=O)c2ccc(NC(=O)c3nsc4ccccc34)cc2)CC1
    -8.0%	-13.3%	-7.6%	-1.3	45.9%[activator]	2.5%	-16.3%[60.1 µM]	3.5%	.
34. CCCC[C@H]1COCCS(=O)(=O)N1Cc1ccc(F)cc1
    -3.4%	26.1%&4.4%	-12.7%	3.8	-10.3%	-0.8%&0.0%	8.1%&-20.7%	26.6%	-1.4%
35. Cc1ccc(C(=O)N2CCCC(C(=O)c3ccc(Cl)cc3C)C2)cn1 (stereo not given)
    -2.5%	24.5%	-15.2%	-0.8	-4.5%	-3.2%	5.8%	9.1%	41.3%[activator]
36. Cc1csc2nc(-c3cccc(NC(=O)c4ccc(S(N)(=O)=O)cc4)c3)cn12
    -5.0%	-7.4%	-3.5%	-0.6	-5.6%	-1.8%	-4.9%[60.1 µM]	12.8%	.
37. O=C(COc1ccc2ccccc2c1Br)Nn1cnnc1
    -1.1%	1.7%[58.9 µM]	-4.2%	-6.0	-5.1%	-3.5%	-8.8%	3.4%	-0.2%
38. Cc1ccc(S(=O)(=O)N2CCC(C(=O)Nc3ccc(S(=O)(=O)N4CCCC4)cc3)CC2)cc1C
    .	10.4%	-6.6%	-5.4	.	-2.9%	-13.9%	.	18.8%
39. CCc1cc(Cl)c(OC)c(C(=O)NC[C@@H]2CCCN2CC)c1O
    -1.6%	-2.3%&7.4%	-7.9%&-20.1%	-1.2&-0.9	-8.5%	0.8%&3.0%&-4.4%&-1.4%	-3.6%	.	-3.6%
40. CC(=O)Nc1nc2c(s1)CCc1ccccc1-2
    0.2%	23.8%	-22.6%	-2.8	4.5%	9.4%	-7.2%	?	27.1%
41. Nc1nc2c(s1)CCc1ccccc1-2
    -5.3%	-14.4%	9.4%	9.5	-2.0%	8.1%	14.4%	2.1%	27.7%
42. Cc1cccc(OCCn2c(CCCO)nc3ccccc32)c1
    1.1%	8.7%	-3.9%	-7.3	2.4%	-1.5%	-0.2%	-2.0%	-7.9%
43. COc1cc(NC(=O)c2ccc(Br)cc2)c(OC)cc1NC(=O)c1ccccc1
    -1.1%	4.5%	-4.5%	0.7	-3.8%	0.1%	-6.1%	5.0%	-7.7%
44. CCOc1cc(C(=O)Nc2cccnc2)cc(OCC)c1OCC
    -2.1%	14.7%	-13.8%	-6.6	-2.0%	1.1%	-2.2%	39.5%	13.0%
45. Cc1oc(-c2ccccc2)nc1CNS(=O)(=O)c1ccc(Cl)cc1
    -5.4%	1.5%	-3.5%	3.6&-1.4	11.8%	-1.7%	-5.2%[60.1 µM]	1.8%	.
46. Cc1cc(C)nc(N/N=C/C(Cl)=C/c2ccccc2)n1
    -2.0%	1.5%	-16.6%	-0.8	-8.6%	4.2%	-10.0%	11.8%	1.2%
47. COc1ccc(N2CCN(S(=O)(=O)c3cc(C)ccc3OC)CC2)cc1
    -6.5%	9.2%	-21.7%	-2.8	2.8%	15.6%	-8.1%	-18.1%	14.0%
48. COc1ccc(OCC(=O)NNC(=O)C2CCCO2)cc1 (stereo not given)
    3.0%	143.8%[activator]	-2.0%	-8.7	-10.7%	-5.4%	-8.3%	58.6%	12.3%
49. CCOc1ccccc1NC(=O)COC(=O)CN(C)S(=O)(=O)c1ccc(C)cc1
    -6.6%	179.9%[activator]	-22.4%	0.6	-6.9%	-4.6%	-9.4%	20.5%	1.2%

# Results in sequence from the list.
# BLM helicase inh for nos. 41 to 49: -5.3%, 1.1%, -1.1%, -2.1%, -5.4%, -2.0%, -6.5%, 3.0%, -6.6%

# Some of the compounds tested; count on the stated rates, not on these rows.
